# STK33 kinase inh: blocks human STK33 kinase activity. 320,000 compounds, 0.073% hits. Q9BYT3. purified STK33, MBP phosphorylation, ADP-Glo luminescence. AID 2661. inhibition, % at 10 µM;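 active means inhibition at or above 25%, using the most active replicate where run in duplicate; inactive means inhibition below 25%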
# Target sequence (Q9BYT3 whole entry, looked up): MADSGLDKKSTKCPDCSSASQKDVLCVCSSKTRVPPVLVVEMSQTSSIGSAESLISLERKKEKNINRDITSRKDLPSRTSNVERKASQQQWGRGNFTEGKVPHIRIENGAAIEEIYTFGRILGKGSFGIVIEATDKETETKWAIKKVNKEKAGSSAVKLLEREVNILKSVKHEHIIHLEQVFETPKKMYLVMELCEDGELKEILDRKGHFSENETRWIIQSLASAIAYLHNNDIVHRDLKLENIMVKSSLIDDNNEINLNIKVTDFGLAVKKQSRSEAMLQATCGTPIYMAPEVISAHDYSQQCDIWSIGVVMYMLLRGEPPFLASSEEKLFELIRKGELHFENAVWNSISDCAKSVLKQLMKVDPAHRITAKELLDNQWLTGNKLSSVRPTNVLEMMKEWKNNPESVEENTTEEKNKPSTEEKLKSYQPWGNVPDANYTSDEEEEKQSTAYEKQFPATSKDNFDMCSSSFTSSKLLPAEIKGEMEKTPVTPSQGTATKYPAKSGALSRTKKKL
# KCNQ2 inh: KCNQ2 channel blockers in CHO-K1 cells – cell-based, FluxOR thallium flux, B-score, primary screen (AID 2156); 20 min; hits give low values; B-score at 10 µM; 310,000 compounds, 1.1% hits;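 active means fluorescence ratio B-score at most minus 3 library SDs, with starting brightness B-score within 2 library SDs, cut at about -5.5 in these data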
# Kir21 block: blocks the mouse Kir2.1 inward-rectifier potassium channel. B-score at 10 µM. P35561. HEK293-Kir2.1, FluxOR thallium flux fluorescence; hits give low values. 310,000 compounds, 0.85% hits;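 active means fluorescence ratio B-score at or below minus 3 SD of library scores, with starting-brightness B-score within 2 SD, cut at about -4.2 in these data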;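 further: channel flux triggered by added potassium and thallium sulfate stimulus; B-score of peak minus minimum fluorescence over baseline after thallium stimulus; more negative B-score means stronger Kir2.1 block with less thallium influx; some compounds called inactive have numbers as strong as hits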
# Target sequence (P35561 whole entry, looked up): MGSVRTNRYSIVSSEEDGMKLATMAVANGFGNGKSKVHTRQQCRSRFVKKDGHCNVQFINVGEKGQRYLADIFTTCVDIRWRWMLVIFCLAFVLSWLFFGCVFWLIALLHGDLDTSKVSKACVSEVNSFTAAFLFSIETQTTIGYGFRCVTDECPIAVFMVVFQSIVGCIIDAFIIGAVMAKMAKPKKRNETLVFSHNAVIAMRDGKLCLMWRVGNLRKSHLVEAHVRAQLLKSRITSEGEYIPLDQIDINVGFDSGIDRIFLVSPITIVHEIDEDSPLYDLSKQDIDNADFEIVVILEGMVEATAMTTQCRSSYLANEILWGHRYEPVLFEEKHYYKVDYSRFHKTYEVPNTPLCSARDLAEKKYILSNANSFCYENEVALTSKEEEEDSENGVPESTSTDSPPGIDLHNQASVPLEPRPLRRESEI
# Starred values were filed as active, the others as inactive; i = inactive; . = no result given.
KCNQ2 inh	STK33 kinase inh	Kir21 block	Molecule
i	-2.8	-0.22	COc1ccc(N2CCN(C(=O)CSc3nnc4c(C)cc5ccccc5n34)CC2)cc1
i	-2.4	-0.7	O=C(C1CCCN(Cc2ccc([N+](=O)[O-])cc2)C1)N1CCCCC1 (configuration not stated)
i	-4.2	-2.82	O=S(=O)(c1cccs1)N1CCN(Cc2nc3ccccc3s2)CC1
i	-1.2	-0.19	O=C(O)CSC(C(=O)Nc1ccc(C(F)(F)F)cc1)c1ccccc1 (configuration not stated)
i	-1.5	0.41	CN(C)S(=O)(=O)c1ccc(NC(=O)CN2CCN(c3ccccn3)CC2)cc1
i	0.1	-0.54	N#Cc1cc(Oc2ccc(Cl)cc2)c(N2CCOCC2)cc1C#N
i	-0.8	-1.57	CN(C(=O)c1cc(COc2c(F)cccc2F)on1)C1CCOC1 (configuration not stated)
i	-1.8	-0.85	Cc1occc1C(=O)NC(C)C12CC3CC(CC(C3)C1)C2 (configuration not stated)
i	-0.4	1.55	CCCCn1c(N)c(N(CCOC)C(=O)COc2ccc(OCC)cc2)c(=O)[nH]c1=O
i	-0.4	0.54	CC(=O)Nc1nc2ccc(S(=O)(=O)N3CCCC3)cc2s1
i	-1.3	-0.05	Cc1ccc(N2CC(C(=O)NCCC(C)C)CC2=O)cc1 (configuration not stated)
i	-0.2	0.8	O=C(NCCO)c1ccc2c3n(nc2c1)-c1ccc(Cl)cc1CO3

# Results in STK33 kinase inh (4 entries from above):
structure	STK33 kinase inh
CN(C(=O)c1cc(COc2c(F)cccc2F)on1)C1CCOC1 (configuration not stated)	-0.8
O=C(NCCO)c1ccc2c3n(nc2c1)-c1ccc(Cl)cc1CO3	-0.2
Cc1occc1C(=O)NC(C)C12CC3CC(CC(C3)C1)C2 (configuration not stated)	-1.8
CN(C)S(=O)(=O)c1ccc(NC(=O)CN2CCN(c3ccccn3)CC2)cc1	-1.5

# The results go on:
KCNQ2 inh	STK33 kinase inh	Kir21 block	Molecule
i	-1.2	0.24	CN1CCN(c2nc(C#N)cc(-c3ccccc3)n2)CC1
i	0.7	0.23	Cc1cccc(NC(=O)Nc2ccc(OCc3ccccc3)cc2)n1
-5.8*	-4.0	-0.52	CC1CCN(c2nnc(-c3ccccc3)c3ccccc23)CC1
i	-0.5	-0.04	FC(F)(Cl)c1nnc2ccc(Sc3ccccn3)nn12
i	0.2	0.01	CC(C)c1ccc(/C=N/NC(=O)c2nnn(-c3nonc3N)c2CN2CCOCC2)cc1
i	-1.8	-0.32	COCCNC(=O)c1c(NC(=O)c2nc(SC)ncc2Cl)sc2c1CCCC2
i	-5.1	0.92	CCCc1nc(SCc2ccccc2Cl)n[nH]1
i	1.2	0.47	Cc1ccc(OCc2nnc(SC(C)C(=O)O)n2-c2ccccc2)cc1 (configuration not stated)
i	.	-1.81	Cc1ccc(N2CC(NS(=O)(=O)c3cc(F)ccc3F)CC2=O)cc1C (configuration not stated)
i	-0.7	-0.07	Cc1cc(=O)n2c3ccccc3n(CC(O)CN3CCN(CCO)CC3)c2c1C#N (configuration not stated)
i	1.8	0.15	O=C(c1cccnc1)N1CCN(c2ccc3ccccc3n2)CC1
i	-1.9	0.03	Cc1ccc(NC(=O)C(C)OC(=O)c2ccc(NS(=O)(=O)c3ccc(F)c(F)c3)cc2)cc1 (configuration not stated)
i	-0.6	-2.39	Cn1c(=O)[nH]c(=O)c2[nH]c(CN3CCN(Cc4ccccc4)CC3)nc21
i	-1.3	1.15	CC(=O)NC(=S)Nc1ccccc1C(=O)Nc1ccccc1
i	-0.9	-0.1	CC1(c2cccc(Br)c2)NC(=O)N(CC(=O)Nc2ccc(S(N)(=O)=O)cc2)C1=O (configuration not stated)
i	-0.7	-2.72	CCOc1ccccc1NC(=O)c1nnn(CC(=O)Nc2ccc3c(c2)OCO3)c1N
i	-2.7	0.3	Cn1cnnc1Sc1cc(N2CCN(S(=O)(=O)c3ccc4ccccc4c3)CC2)ccc1[N+](=O)[O-]
i	0.4	-0.78	CCC(C)NC(=O)c1ccccc1NC(=O)CN1C(=O)c2ccccc2S1(=O)=O (configuration not stated)
i	-0.4	-0.81	CC(=O)COC(=O)C1CC(=O)N(c2ccc(C)c(C)c2)C1 (configuration not stated)
i	-0.4	1.51	Cc1occc1-c1nnc(SCC(=O)N2CCOCC2)n1CC(C)C
i	0.5	2.57	COc1ccc(-c2nnc(NC(=O)c3ccc4c(c3)OCCO4)o2)cc1
i	-0.9	-0.72	CCOc1cccc(OCCOCCn2cnc3ccccc3c2=O)c1
i	-1.1	-17.4*	CCCCCCCCCCOC(=O)Cn1c(COc2ccccc2OC)[n+](C)c2ccccc21
i	0.3	0.17	CSCCC(NC(N)=O)C(=O)Nc1cccc(S(=O)(=O)N2CCOCC2)c1 (configuration not stated)
i	-2.5	0.05	O=C(O)c1ccc(S(=O)(=O)c2ccc(Sc3ccc(C(=O)O)c(C(=O)O)c3)cc2)cc1
i	-1.5	0.87	Cc1cc(C(F)(F)F)nn1CC(=O)NNC(=S)Nc1ccc(Cl)cc1
i	0.0	-1.11	CCN(CC)c1ccc2cc(/C(N)=N/NC(=O)c3cccs3)c(=O)oc2c1
i	-1.1	-0.74	CCC(=O)N1CCc2cc(S(=O)(=O)NC(Cc3ccccc3)C(=O)NC3CCCC3)ccc21 (configuration not stated)
i	0.1	0.9	CCOc1ccccc1N1CC(C(=O)Nc2ccccc2N2CCCC2)CC1=O (configuration not stated)
i	-0.3	-0.91	CCCCCn1c(C(Cc2ccccc2)NC(=O)COC)nc2ccccc21 (configuration not stated)
i	-1.2	-1.17	CS(=O)(=O)N1CCN(c2ccc([N+](=O)[O-])c(SCc3ccco3)c2)CC1
i	1.5	0.01	COc1ccc(-c2nc(NC(=O)c3ccc(OCC(=O)N4CCOCC4)c(OC)c3)sc2C)cc1
i	-0.8	-1.81	COc1ccc(CSCC(=O)NCCC(C)C)cc1
i	1.0	-0.4	CCCC(=O)Nc1nnc(-c2ccc3c(c2)OCCO3)o1
i	0.9	1.22	Cc1nn(-c2ccccc2)c(C)c1NC(=O)COC(=O)c1cccc(OC(F)F)c1
i	11.2	-0.44	OC[C@H]1O[C@@H](Oc2cc(O)cc(/C=C/c3ccc(O)cc3)c2)[C@H](O)[C@@H](O)[C@@H]1O
i	-0.2	-0.34	CC1=C(C(=O)NCCCOC(C)C)C2(CCC(C)CC2)OC1=O (configuration not stated)
i	-0.9	0.34	COc1cc(/C(C)=N/Nc2ccc(C(=O)O)cc2)cc(OC)c1OC
i	0.7	-0.35	Cn1c(CSCc2ccc(Cl)cc2)n[nH]c1=S
i	-2.1	-0.08	CCOC(=O)c1c(N2CCN(c3ccccc3)CC2)cc(C)nc1C
i	-1.4	-0.07	CCc1nnc(NC(=O)CSc2nnnn2-c2cccc(C(C)=O)c2)s1
i	1.6	-0.02	CC(=O)c1cccc(N(CC(=O)NC2CCCCC2)C(=O)CCC(=O)Nc2nc(C)cs2)c1
i	-0.1	-0.71	Cc1ccc(C(=O)Oc2ccccc2N2C(=O)C3CCCCC3C2=O)cc1 (configuration not stated)
i	-0.2	1.24	COc1ccc(OC)c(C(=O)CC2OC(=O)c3ccccc32)c1 (configuration not stated)
i	-2.1	-0.22	COc1cc(CSc2nnnn2-c2ccc(C)cc2)cc(OC)c1OC
i	-0.4	-0.24	COc1cccc(CNC(=O)CC2Sc3ccccc3NC2=O)c1 (configuration not stated)
i	-1.2	0.3	COc1ccc(S(=O)(=O)Nc2ccccc2OC)cc1NC(=O)c1cc2ccccc2oc1=O
i	-1.9	0.07	C=CCNC(=O)c1c[nH]c2ccc(S(=O)(=O)N(C)c3ccc(OCC)cc3)cc2c1=O
i	-1.0	0.28	CCOC(=O)C1=C(c2ccccc2)Nc2ncnn2C1c1ccc(O)cc1 (configuration not stated)
i	0.9	-2.12	CC1(C)Cc2c(sc3ncn4c(=S)[nH]nc4c23)CO1
i	0.3	-0.73	Nc1c(C(=O)c2ccc(Cl)cc2)sc2nsc(SCCN3CCOCC3)c12
i	-1.5	0.42	CCCCn1c(=O)[nH]c(=O)c2c1nc(-c1ccc(-c3ccc(F)cc3)o1)n2C
i	-0.8	-0.05	Cc1cc(C)cc(C(=O)N2CCN(Cc3ccc4c(c3)OCO4)CC2)c1
i	.	-0.58	CC(C)c1nc2oc3c(NCC4CCCO4)ncnc3c2c2c1COC(C)(C)C2 (configuration not stated)
i	-1.6	-3.29	CCOC(=O)C1=C(COC(=O)COc2ccc(Br)cc2)NC(=O)NC1C (configuration not stated)
i	1.3	0	Cn1cccc1Cc1nnc(SCC(=O)N2CCc3ccccc32)n1-c1ccc(F)cc1
i	-0.4	1.92	CCSc1nc2ccccc2n1C(=O)/C=C\c1ccc(OC)c(OC)c1
i	1.0	-0.34	CN(C)S(=O)(=O)c1ccc(NC(=O)CN2C(=O)NC3(CCCC3)C2=O)cc1
i	4.4	-0.6	O=C(Nc1ccncc1)C1CCC(CNS(=O)(=O)c2cccc3nsnc23)CC1 (configuration not stated)
i	0.0	0.44	COCCCNC(=O)Cn1cc(/C=C(\C#N)C(=O)NC2CCCC2)c2ccccc21

# Another view of some results above:
compound | KCNQ2 inh | STK33 kinase inh | Kir21 block
CN(C)S(=O)(=O)c1ccc(NC(=O)CN2C(=O)NC3(CCCC3)C2=O)cc1 | i | 1.0 | -0.34
O=C(Nc1ccncc1)C1CCC(CNS(=O)(=O)c2cccc3nsnc23)CC1 (configuration not stated) | i | 4.4 | -0.6

# Further structures.
KCNQ2 inh	STK33 kinase inh	Kir21 block	Molecule
i	-0.3	2.54	CC(=O)c1ccc(NC(=O)C2CCCN2S(=O)(=O)c2cccs2)cc1 (configuration not stated)
i	0.0	0.02	O=C(CCc1nnc(-c2ccc3c(c2)OCO3)o1)N(Cc1ccncc1)CC1CCCO1 (configuration not stated)
i	-1.2	-1.71	CCN(CC)C(=S)SCC(=O)NC12CC3CC(CC(C3)C1)C2
i	-1.2	-0.11	Cc1cc(=O)[nH]c(SCC(=O)Nc2ccc(F)cc2)c1C#N
i	-0.1	0.12	O=C(COc1ccc2ccccc2c1Br)Nc1cccnc1
i	.	1.29	CC1CCN(C(=O)CSc2nc(N)c3c4c(sc3n2)CN(C)CC4)CC1
i	0.5	0.2	COc1ccc(-c2nnc(SCC(=O)N3CCCCC3)o2)cc1
i	-0.9	-2.31	Clc1cccc(COn2c(-c3ccc(Cl)cc3Cl)nc3ncccc32)c1
i	-0.7	-0.96	Cc1ccc(-n2nc3c(N4CCC(C(=O)NCc5ccc(C)o5)CC4)nnc(C)c3c2C)cc1
i	-0.5	-0.03	CCOCCCNC(=O)C(NC(=O)c1ccc(NC(C)=O)cc1)c1ccccc1 (configuration not stated)
i	-1.5	-5.54*	CSc1cccc(CN2CCC(Oc3ccc(C(=O)N4CCCCC4)cc3)CC2)c1
i	0.3	0.64	COc1ccc(OC)c(NC(=O)c2ccccc2NS(=O)(=O)c2cccc3cccnc23)c1

# 5 entries from above, reformatted:
Molecule,KCNQ2 inh,STK33 kinase inh,Kir21 block
COc1ccc(OC)c(NC(=O)c2ccccc2NS(=O)(=O)c2cccc3cccnc23)c1,i,0.3,0.64
Cc1cc(=O)[nH]c(SCC(=O)Nc2ccc(F)cc2)c1C#N,i,-1.2,-0.11
O=C(COc1ccc2ccccc2c1Br)Nc1cccnc1,i,-0.1,0.12
O=C(CCc1nnc(-c2ccc3c(c2)OCO3)o1)N(Cc1ccncc1)CC1CCCO1 (configuration not stated),i,0.0,0.02
Clc1cccc(COn2c(-c3ccc(Cl)cc3Cl)nc3ncccc32)c1,i,-0.9,-2.31

# (listing goes on)
KCNQ2 inh	STK33 kinase inh	Kir21 block	Molecule
i	-1.8	-1.32	O=C(CCc1ccccc1)Nc1cc(C(=O)O)cc(C(=O)O)c1
i	-1.1	-1.53	CCOc1ccc(CC(C(=O)NN)C(=O)NN)cc1CN(C)C
i	-0.2	-0.83	Cc1sc(/N=C/c2c(O)ccc3ccccc23)c(C#N)c1C
i	-1.9	1.81	O=C(c1ccccc1)c1ccc2nc(N3CCCCC3)c3nncn3c2c1
i	-0.7	0.67	O=C(CN1CCc2ccccc21)NCc1ccccc1Cl
i	-0.6	-1.26	CC(OC(=O)Cc1c[nH]c2ccccc12)C(=O)N(C)c1ccccc1 (configuration not stated)
i	-0.9	2.17	CCN1C(=O)N[C@@H](c2cccc(F)c2)C(C(=O)OC)=C1C
i	2.9	2.78	CCN(C(=O)CN1C(=O)S/C(=C\c2cccc(OC)c2)C1=O)C1CCS(=O)(=O)C1 (configuration not stated)
i	0.7	0.64	CC(C)C1NC(C(=O)O)Cc2c1[nH]c1ccccc21 (configuration not stated)
i	-1.6	-1.53	O=C(NCCCN1CCOCC1)C1CC(=O)N(C2CCCCC2)C1 (configuration not stated)
i	-0.3	0.05	CC1CCCC(C)N1CCNC(=O)C1CCN(S(=O)(=O)N2CCCCC2)CC1 (configuration not stated)
i	0.4	-2.31	COc1cccc(/C=C2/SC(=S)N(CCCC(=O)Nc3ccc(O)cc3)C2=O)c1
i	0.0	0.5	O=S(=O)(c1ccccc1)c1nc(-c2ccccc2)oc1N1CCCCC1
-7.85*	-1.7	-0.57	O=C(COc1ccccc1-c1ccccc1)N/N=C/c1cccc2ccccc12
i	-1.5	-0.25	CCOc1ccc2cc(S(=O)(=O)N3CCCCC3)ccc2c1
i	0.0	-1.42	Clc1ccc2nc(CSc3ccccc3)cn2c1
i	13.4	-1.23	CCOc1ccc(C(=O)Nc2nnc(S(=O)(=O)N(C)Cc3ccco3)s2)cc1
i	-0.2	-0.02	O=c1onc(-c2ccccc2Cl)n1-c1ccccc1Cl
i	-1.8	-0.85	CCn1c(SCC(=O)Nc2ccc3c(c2)oc2ccccc23)nnc1-c1ccc(N)cc1
i	0.4	0.77	COc1ccc2c(c1)cc1n2CCN=C1N

# Compounds as they come. Share with any hit: about 1.9%.
